Compound activity as filed in PubChem BioAssay.
Tb PGK inh: qHTS Assay to Find Inhibitors of Phosphoglycerate Kinase; PGK/GAPDH coupled, Kinase-Glo luminescence, 60 min; 0.043% of 380,000 active; Phosphoglycerate kinase, glycosomal (Trypanosoma brucei brucei), P07378; Potency, µM (doses to about 57.5 µM), without a hit: at the highest dose activity change, negative = inhibition, actives largely listed as inhibitors; note: % is set by controls: 0 for no effect and ±100 for the full control effect; nearly all actives have a fitted effect of over 60% in size
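Luminescent ATP detection (Kinase-Glo Plus) follows a 60-minute room-temperature incubation, with wells lacking PGK as controls. Buffer: 100 mM TEA (pH 7.6), 5 mM MgCl2, 0.01% Tween-20. Coupling enzyme GAPDH (100 nM final) supplies unstable 1,3-BPG in-well.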
ALOX12 inh: Primary qHTS assay for inhibitors of human arachidonate 12S-lipoxygenase (ALOX12): Round 2 | purified 12hLO, xylenol orange hydroperoxide absorbance | Polyunsaturated fatty acid lipoxygenase ALOX12 (Homo sapiens), P18054 | AID 1671190, 2021 | 1.1% of 580,000 active | Potency, µM (titrated, usually from 108 µM), for inactives: at the top dose activity change, negative = inhibition, actives largely listed as inhibitors; note: % is set by controls: 0 for no effect and ±100 for the full control effect
Target sequence (P18054 whole entry, looked up): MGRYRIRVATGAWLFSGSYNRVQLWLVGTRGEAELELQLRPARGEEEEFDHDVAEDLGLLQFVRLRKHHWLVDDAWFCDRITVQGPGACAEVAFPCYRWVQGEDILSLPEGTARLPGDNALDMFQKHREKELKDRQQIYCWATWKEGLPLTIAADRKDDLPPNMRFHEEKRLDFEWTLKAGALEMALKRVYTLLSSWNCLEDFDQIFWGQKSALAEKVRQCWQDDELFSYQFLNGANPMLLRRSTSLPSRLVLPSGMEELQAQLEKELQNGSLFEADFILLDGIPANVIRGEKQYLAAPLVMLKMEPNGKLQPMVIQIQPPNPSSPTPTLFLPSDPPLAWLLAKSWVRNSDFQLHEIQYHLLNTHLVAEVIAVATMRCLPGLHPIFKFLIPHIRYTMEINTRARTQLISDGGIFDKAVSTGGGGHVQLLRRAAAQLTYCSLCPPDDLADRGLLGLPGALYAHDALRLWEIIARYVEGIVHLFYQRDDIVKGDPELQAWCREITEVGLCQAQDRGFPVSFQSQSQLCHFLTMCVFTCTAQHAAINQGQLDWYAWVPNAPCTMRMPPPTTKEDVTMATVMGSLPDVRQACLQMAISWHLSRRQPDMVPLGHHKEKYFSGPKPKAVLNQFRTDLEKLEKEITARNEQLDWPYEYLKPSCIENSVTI
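Purified human 12hLO at 150 nM in 25 mM Hepes, 0.01% Triton X-100, pH 7.0, preincubated 15 min at room temperature with compound. Reaction started with 40 uM arachidonic acid, 30 min at room temperature. Hydroperoxide measured by Fe-xylenol orange, 573/405 nm absorbance ratio.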
JMJD2A Tudor: qHTS Assay for Inhibitors of JMJD2A-Tudor Domain | Lysine-specific demethylase 4A (Homo sapiens), O75164 | AlphaScreen JMJD2A-Tudor / H3K4me3 peptide binding | Potency, µM (highest dose often 114 µM), without a hit: at the top dose activity change, negative = inhibition, actives largely listed as inhibitors | 4.4% of 390,000 active; note: % is set by controls: 0 for no effect and ±100 for the full control effect; nearly all actives have a fitted effect of over 50% in size
HP1b binding inh: HTS for Inhibitors of HP1-beta Chromodomain Interactions with Methylated Histone Tails. Potency, µM (top dose mostly 114 µM), for inactives: at the top dose activity change, negative = inhibition, actives largely listed as inhibitors. AlphaScreen HP1-beta / biotin-H3K9me3 peptide binding. 0.56% of 390,000 active; note: nearly all actives have a fitted effect of over 70% in size; inactives centre near 23
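Compound inhibition of the preformed complex between 50 nM HP1-beta and 50 nM biotinylated H3K9me3 peptide was read by AlphaScreen. Buffer was PBS pH 7.4 with 0.01% Tween-20. Incubations ran 30 min at room temperature, with 10 ug/mL donor/acceptor beads.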
GLS inhibitor: qHTS for Inhibitors of Glutaminase (GLS). GLS enzymatic activity, qHTS titration. Potency, µM (top dose mostly 45.5 µM), without a hit: top-dose activity change, negative = inhibition, hits mostly inhibitors. 0.21% of 410,000 active. AID 624170, 2012; note: % is set by controls: 0 for no effect and ±100 for the full control effect
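hKGA in 45 mM KH2PO4 pH 8.2, 0.02% Tween-20 with pin-transferred compounds; 1 mM L-glutamine (stock) plus glutamate oxidase/HRP/Amplex Red coupling added. Fluorescence read initially and after 30 min at RT.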
ERG Ets-DNA blk: qHTS for Small Molecule Inhibitors of the ERG Ets/DNA interaction; Transcriptional regulator ERG (Homo sapiens), P11308; fluorescence polarization, His-ERG Ets domain / labelled DNA; Potency, µM (series often up to 76.9 µM), for inactives: top-dose FP activity, negative = inhibition, usual class: inhibitors; 0.028% of 370,000 active; AID 624246, 2012; active = well fitted inhibition curve with a large enough effect in the polarisation, with a control signal flat; inconclusive = small, poorly fitted or top-dose-only effect, or effect the other way, or a change in a side signal; inactive = no such curve, though single readings can be large or run the other way; the % refers to the polarisation;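 note: polarization taken with two DNA probes labelled with fluorescein and Texas red; % of control where 0% means no effect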
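His-tagged ERG Ets domain (1 uM in the protein solution; 300mM KCl, 50mM Tris-HCl, 1mM EDTA, 1mM DTT, pH 7.5) received compound, then a probe mix of 5 nM fluorescein-DNA and 100nM Texas-615-DNA. Fluorescence polarization was read for both dyes.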
RGS4 inh: Inhibitors of Regulator of G Protein Signaling (RGS) 4: qHTS. Regulator of G-protein signaling 4 (Homo sapiens), P49798. Transcreener GDP fluorescence polarization, RGS4-accelerated GTP hydrolysis. Potency, µM (series often up to 114 µM), for inactives: top-dose activity change, negative = inhibition, usual class: inhibitors. 0.039% of 390,000 active; note: % is set by controls: 0 for no effect and ±100 for the full control effect; nearly all actives have a fitted effect of over 75% in size; some results filed as inactive show a strong effect at the top dose
Target sequence (P49798 whole entry, looked up): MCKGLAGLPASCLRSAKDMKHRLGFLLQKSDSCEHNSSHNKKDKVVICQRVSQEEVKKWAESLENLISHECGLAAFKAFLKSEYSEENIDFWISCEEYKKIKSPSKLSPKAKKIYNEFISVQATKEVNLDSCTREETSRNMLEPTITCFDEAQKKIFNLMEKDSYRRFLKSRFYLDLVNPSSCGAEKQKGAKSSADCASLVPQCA
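MLSMR compounds (23 nl, pin-transferred) preincubated 10 min at room temperature with a 500nM (2x) first reagent, then RGS4 at 900nM (2x) plus Transcreener GDP mix added; fluorescence polarization (620/688 nm) read before and after 90 min at 30 °C.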
Pin1 inhibitor: qHTS Assay to Find Inhibitors of Pin1 | 0.009% of 390,000 active | Pin1 FP peptide displacement, HiFluor488, 10 min | Potency, µM (titrated, usually from 115 µM), for inactives: top-dose activity, negative = inhibition, usual class: inhibitors | AID 504891, 2011; active = well fitted inhibition curve with a large enough effect in the polarisation, with a control signal flat, not every such curve was filed as active; inconclusive = small, poorly fitted or top-dose-only effect, or effect the other way, or a change in a side signal; inactive = no such curve, though single readings can be large or run the other way; the % refers to the polarisation; note: % is set by controls: 0 for no effect and ±100 for the full control effect
Target sequence (Q13526 whole entry, looked up): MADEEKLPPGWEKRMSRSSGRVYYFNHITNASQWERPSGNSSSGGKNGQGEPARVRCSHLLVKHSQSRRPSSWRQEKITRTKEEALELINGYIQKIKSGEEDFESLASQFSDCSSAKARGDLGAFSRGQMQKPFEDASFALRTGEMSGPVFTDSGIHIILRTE
rTrxR1 inhibitor: qHTS Assay for Inhibitors of Mammalian Selenoprotein Thioredoxin Reductase 1 (TrxR1): qHTS. Thioredoxin reductase 1, cytoplasmic (Rattus norvegicus), O89049. recombinant rTrxR1, NADPH fluorescence consumption, selenite substrate. Potency, µM (series often up to 114 µM), inactives show at the highest dose activity change, negative = inhibition, most hits filed as inhibitors. 1% of 390,000 active; note: % is set by controls: 0 for no effect and ±100 for the full control effect; nearly all actives have a fitted effect of over 65% in size
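Rat TrxR1 (90 nM in the dispensed reagent) was pre-reduced with 400 uM NADPH for 5 min at room temperature, then incubated with compound for 15 min. After 400 uM selenite was added, NADPH fluorescence (Ex 340/Em 450 nm) was followed for 8 min.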
* hit, by the source's call; i = inactive; ? = inconclusive; . = no result given; & = joins results of further samples; [ ] = remark or other dose. Unless noted, calls come from the whole dose curve; as a rule, active = well fitted curve in the direction sought with a large enough effect; inconclusive = small, poorly fitted or top-dose-only effect, or another doubt; inactive = no such curve, though single readings can be large; an effect the other way counts as inactive or inconclusive. Potency is the fitted concentration of half-maximal effect.

No. | Structure | Tb PGK inh | ALOX12 inh | JMJD2A Tudor | HP1b binding inh | GLS inhibitor | ERG Ets-DNA blk | RGS4 inh | Pin1 inhibitor | rTrxR1 inhibitor
1 | CCOC(=O)c1c(-n2c(C)cc(C=O)c2C)sc2c1CCCC2 | i | -24% | 56µM* | -30% | -2% | -5% | -10% | 2% | 13%
2 | COc1ccc(-c2[nH]nc3oc(=O)cc(C)c23)cc1 | 0% | -28% | -10% | 8% | 11% | 3% | -51% | 2% | ?
3 | Cc1c(N2C(=O)CS/C2=N\N=C\c2ccc(Br)cc2)c(=O)n(-c2ccccc2)n1C | 1% | 0% | -28% | 25% | 8% | 0% | 14% | -1% | -8%
4 | COc1ccc(C(=O)NCc2nnc(SCC(=O)N3CCc4ccccc43)n2Cc2ccccc2)cc1 | -3% | -8% | -11% | 27% | 1% | 10% | 13% | 0% | -8%
5 | Cc1c(C(=O)N2CC[C@@H](N3CCC(O)CC3)[C@H](O)C2)[nH]c2ccc(Cl)cc12 | i | 4% | -11% | 38% | -3% | 7% | -4% | 6% | 6%
6 | N#C/C(=C\c1cccs1)C(=O)N1CCOCC1 | -7% | 132%[activator] | -4% | 15% | 5% | 4% | -8% | -1% | -7%[57.1 µM]
7 | COc1ccc(-c2ccc(C3C4C=CCC(C)C4C(=O)N3Cc3ccccc3)c(F)c2)cc1C (stereo not given) | . | . | -33% | 27% | . | . | 2% | ? | -3%
8 | CCOc1ccccc1-n1nnc(-c2nsc(NC(=O)c3ccc(C)cc3)n2)c1C | -2% | -19% | -23% | 12% | 1% | 2% | -24% | 17% | 24%[57.1 µM]
9 | CC(C)C(=O)Nc1cc(S(=O)(=O)Nc2cccc(Cl)c2)ccc1Cl | i | -14% | -6% | 38% | 0% | -4% | 19% | 3% | 17%
10 | O=CN(Cc1ccccc1)c1cc([N+](=O)[O-])ccc1OCc1ccccc1 | -5% | 4% | -30% | 2% | 4% | -16% | 5% | 4% | 1%[11.4 µM]
11 | Cc1nn(-c2ccccc2)c(C)c1P(=O)(c1ccccc1)N(C)C (stereo not given) | -9% | 6% | -8% | 12% | 13% | . | 16% | 2% | 18%
12 | Cc1c(C(=O)Nc2ccc(Cl)cc2)c2ccccn2c1C(=O)c1ccc(F)cc1 | 2% | -13% | -16% | 44%[activator] | 11% | -6% | -23% | -2% | -10%[57.1 µM]
13 | Cc1ccccc1CS(=O)(=O)Cc1ccc(C(=O)NCc2ccccn2)o1 | 3% | 436%[activator] | -17% | 40%[activator] | 9% | -26% | -7% | . | 50µM*
14 | Cc1cccc(-c2nc3ccccc3c(=O)n2NC(=O)c2ccc([N+](=O)[O-])c(C)c2)c1 | 5% | -12% | -9% | 17% | 6% | 3% | 0% | -7% | 26%[57.1 µM]
15 | NS(=O)(=O)c1cccnc1Nc1c(Cl)cccc1Cl | i | 0% | -14%[57.1 µM] | 13% | -2% | 2% | 7%[11.4 µM] | 5% | 22%[57.1 µM]
16 | O=C(c1ccc(N2CCCCC2)c([N+](=O)[O-])c1)N1CCN(S(=O)(=O)c2ccccc2)CC1 | -4% | ? | ? | ? | 0% | -8% | -13% | -7% | 34%
17 | Cc1nn(Cc2ccc(Br)cc2)c(C)c1NC(=O)c1nn(C)cc1Cl | -11% | -5% | -9% | 13% | 7% | -7% | 28% | 1% | 5%
18 | O=C(O)c1ccccc1Nc1ccnc(Cl)n1 | -7% | 0% | -6% | 28% | 0% | -6% | 40% | -5% | 14%
19 | CCOC(=O)N1N=C(C)CC1(O)c1ccccc1 (stereo not given) | -9% | -11% | 12% | 13% | 1% | -2% | 0% | 1% | 3%[57.1 µM]
20 | Cc1ccc(C)c2sc(NC(=O)c3ccc(S(=O)(=O)N4CCCC4)cc3)nc12 | i | ? | -7% | 23%[57 µM] | 2% | 0% | 9% | -5% | 30%[57.1 µM]
21 | O=C(COc1ccc(S(=O)(=O)NC2CCCCC2)cc1)NCc1cccnc1 | . | 17% | -17% | 13% | 4% | . | 14% | -12% | 18%
22 | O=C(OCn1nnc2ccccc2c1=O)c1cccs1 | 8% | 3% | -3% | 47%[activator] | -5% | -1% | -8% | -1% | 5%[57.1 µM]
23 | Cc1cc(C)cc(NC(=O)NCc2c(-n3cccc3)sc3c2CCCC3)c1 | i | -13% | -11% | 46%[activator] | -6% | 3% | -1% | -3% | 6%
24 | Cc1ccc(NS(=O)(=O)c2c(C)nc3sccn3c2=O)c(Cl)c1 | i | -23% | -14% | 65%[activator] | -3% | -4% | -9% | 47%[activator] | 6%
25 | COc1cccc(NC(=O)CCS(=O)(=O)c2ccc3c(c2)oc(=O)n3C)c1 | -7%&-3% | 24%&-10% | -17%&-13% | 15%&8% | 0%&1% | -4%&-6% | 25%&0% | 8%&-3% | -19%&-7%
26 | CC(=O)c1ccc(OCC(=O)Nc2ccc3nc(C)sc3c2)cc1 | -4% | 0% | 6% | 23% | -4% | -18% | 4% | -9% | 16%[57.1 µM]
27 | Nc1ccc(C(=O)N/N=C\C=C\c2ccc([N+](=O)[O-])cc2)cc1 | -2% | -7% | -8% | 43%[activator] | -2% | -7% | -14% | 4% | 9%
28 | CCOc1cc([N+](=O)[O-])cc2c1C(=O)Nc1ccccc1O2 | i | -21% | -30% | 6% | -12% | 1% | -16% | ? | 11%
29 | COc1ccccc1C(=O)NNC(=O)c1ccccc1Br | i | 27% | -13% | 17% | -1% | -3% | 19% | -14% | 20%
30 | Cc1c(C(=O)Nc2ccc(C(=O)O)cc2)cnn1C | i | 431%[activator] | 3% | 27% | 1% | -16% | -11% | 0% | 19%
31 | COc1cc(-c2nc(CN(C)C(C)c3ccncn3)c(C)o2)ccc1F (stereo not given) | i | 12% | -15% | 40%[activator] | 7% | -4% | -30% | 6% | -34%
32 | Cc1ccc(S(=O)(=O)Nc2cc(C)cn(Cc3ccccc3)c2=O)cc1 | 2% | -6% | -31% | 14% | 4% | -1% | -6% | ? | -14%
33 | Cc1ccccc1NC(=O)C(C)OC(=O)CNS(=O)(=O)c1ccc(C#N)cc1 (stereo not given) | -1% | -13% | -2% | 31% | -3% | 9% | 9% | -2% | 2%
34 | CC(=O)NC1C(Oc2ccccc2C)OC(CO)C(O)C1O (stereo not given) | 0% | 7% | -15% | 37% | -9% | -1% | 1% | -3% | 21%
35 | Cc1ccc(OCC(=O)Nc2ccc(NC(=O)c3ccccc3)cc2)cc1C | i | -11% | -6% | 18% | -2% | 10% | -9% | 4% | 24%
36 | CN(C(=O)CSc1nc2ccccc2c(=O)n1C)C1CCS(=O)(=O)C1 (stereo not given) | -3% | -1% | -21% | -12% | -18% | -3% | -5% | 0% | -3%
37 | O=C1COc2ccc(C(=O)CCl)cc2N1 | -2% | ? | -12% | 38% | 7% | -1% | -36% | -1% | ?
38 | Cc1cccc(CNC(=O)Cn2c(-c3cccs3)cc3ccccc32)c1 | -3% | -8% | -1% | 65%[activator] | 2% | 10% | -21% | 0% | -1%
39 | CC(=O)C1=C(O)C(=O)N(Cc2ccccc2)C1c1ccc(N(C)C)cc1 (stereo not given) | -2% | ? | ? | 7% | 32%[activator] | 5% | -6% | -1% | 18%
40 | CCC1=C(OC(=O)N(CC)CC)N2C(=O)OC(=NCC3CC3)[C@]2(Cc2ccccc2)[C@H]2C1=CC[C@H]1C(=O)N(CC(=O)OC)C(=O)[C@H]12 | -10% | -4% | ? | 43%[activator] | 0% | 19% | -5% | -5% | -8%[57.1 µM]

Some of these compounds in order of the Tb PGK inh value, highest first.
no. | molecule | Tb PGK inh | ALOX12 inh | JMJD2A Tudor | HP1b binding inh | GLS inhibitor | ERG Ets-DNA blk | RGS4 inh | Pin1 inhibitor | rTrxR1 inhibitor
33 | Cc1ccccc1NC(=O)C(C)OC(=O)CNS(=O)(=O)c1ccc(C#N)cc1 (stereo not given) | -1% | -13% | -2% | 31% | -3% | 9% | 9% | -2% | 2%
37 | O=C1COc2ccc(C(=O)CCl)cc2N1 | -2% | ? | -12% | 38% | 7% | -1% | -36% | -1% | ?
38 | Cc1cccc(CNC(=O)Cn2c(-c3cccs3)cc3ccccc32)c1 | -3% | -8% | -1% | 65%[activator] | 2% | 10% | -21% | 0% | -1%
40 | CCC1=C(OC(=O)N(CC)CC)N2C(=O)OC(=NCC3CC3)[C@]2(Cc2ccccc2)[C@H]2C1=CC[C@H]1C(=O)N(CC(=O)OC)C(=O)[C@H]12 | -10% | -4% | ? | 43%[activator] | 0% | 19% | -5% | -5% | -8%[57.1 µM]

Not all compounds are listed; rates above refer to the full screens.
